hcDAF12 agonist = activators of H. contortus DAF-12 nuclear receptor. HEK293 hcDAF-12 lit1-tk-luc reporter, luminescence; 0% DMSO, 100% Δ7-dafachronic acid. activation, % at 6.8 µM. 370,000 tested, 1.4% active. AID 652067;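 active = activation above the mean of all tested compounds plus 3 SD, cut at about 5.5% in these data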;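 note: 100% = response to 3 µM Δ7-dafachronic acid high control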
GAA850 FXN act = increases GAA850 frataxin promoter reporter activity. 360,000 tested, 0.56% active. HEK293 lucGAA850 FXN promoter luciferase reporter, 24 h; percent of 10 µM SAHA response. AID 540364. activation, % at 6 µM;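 active = activation above the average of all compounds screened plus 3 SD, cutoff fixed separately per campaign, cut at about 7.5% in these data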;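 note: 0% = DMSO wells and 100% = 10 µM SAHA wells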
DAX1 inh-1 = blocks DAX1 repression of SF-1 activated StAR promoter. HEK293T StAR-luciferase reporter, SF-1/DAX-1 repression relief. inhibition, % at 6.8 µM. 370,000 tested, 1.1% active. AID 652010;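 active = inhibition above the mean over all tested compounds plus 3 SD, cut at about 3.6% in these data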;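 note: 0% = DAX-1 cells with DMSO and 100% = cells lacking DAX-1 with DMSO; higher inhibition means more luminescence from relief of DAX-1 repression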
PG9 binder = binds the HIV-1 gp120 antibody PG9 | inhibition, % at 6.7 µM | TR-FRET gp120-PG9 antibody binding | 360,000 tested, 0.43% active | AID 624416; in the data active = inhibition above about 8.5%
ssDAF-12 act = activators of S. stercoralis DAF-12 nuclear receptor; HEK293 ssDAF-12/GRIP1 lit1-tk-luc reporter, luminescence; % of 3 µM dafachronic acid response; activation, % at 6.8 µM; 370,000 tested, 1% active; AID 652126;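 active = activation above the mean over all tested compounds plus 3 SD, cut at about 0.9% in these data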;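 note: 0% = DMSO-only wells and 100% = 3 µM delta7-dafachronic acid wells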
DAX1 inh-2 = NR0B1 (DAX1) inhibition. inhibition, % at 6.75 µM. AID 504766. HEK293 Gal4-DAX1 luciferase reporter, luminescence. 340,000 tested, 0.99% active. P51843;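 active = inhibition above the mean over all tested compounds plus 3 SD, cut at about 4.2% in these data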;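 note: 0% = DAX1-transfected cells with DMSO and 100% = empty-vector control cells with DMSO; inhibition shows as a rise in luminescence from relieved DAX1 repression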
Target sequence (P51843 207-470 limits assumed): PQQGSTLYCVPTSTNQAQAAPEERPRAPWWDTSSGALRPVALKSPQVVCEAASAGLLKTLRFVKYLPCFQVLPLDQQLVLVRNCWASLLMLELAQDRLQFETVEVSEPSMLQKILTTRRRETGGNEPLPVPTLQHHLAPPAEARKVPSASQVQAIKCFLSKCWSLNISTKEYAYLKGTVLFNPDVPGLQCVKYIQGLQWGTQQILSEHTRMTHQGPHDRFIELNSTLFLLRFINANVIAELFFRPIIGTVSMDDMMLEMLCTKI
ADAM10 inh = ADAM10 inhibition, QFRET primary screen; O14672; recombinant ADAM10, EDANS/DABCYL FRET peptide cleavage, 3 h; inhibition, % at 7 µM; 370,000 tested, 0.62% active; AID 720582;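 active = inhibition above a per-campaign cutoff equal to the mean of compounds falling between control-based bounds plus 3 SD, cut at about 20% in these data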;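 note: 0% = DMSO wells while the 100% control is not disclosed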
Target sequence (O14672 214-748 limits assumed): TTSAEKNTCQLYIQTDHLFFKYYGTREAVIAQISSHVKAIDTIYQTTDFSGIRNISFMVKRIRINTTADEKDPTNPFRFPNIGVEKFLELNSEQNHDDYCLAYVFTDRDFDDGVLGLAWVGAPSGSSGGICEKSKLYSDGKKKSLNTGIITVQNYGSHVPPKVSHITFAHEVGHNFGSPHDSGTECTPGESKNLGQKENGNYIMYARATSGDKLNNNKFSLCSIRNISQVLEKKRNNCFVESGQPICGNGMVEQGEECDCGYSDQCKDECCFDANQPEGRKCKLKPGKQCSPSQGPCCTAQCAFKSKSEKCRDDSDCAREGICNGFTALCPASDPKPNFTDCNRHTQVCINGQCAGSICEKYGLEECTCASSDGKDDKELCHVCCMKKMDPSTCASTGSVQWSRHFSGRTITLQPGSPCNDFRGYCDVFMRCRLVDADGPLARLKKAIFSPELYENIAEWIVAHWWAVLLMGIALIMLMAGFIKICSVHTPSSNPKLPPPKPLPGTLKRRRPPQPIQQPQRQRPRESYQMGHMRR
SMARCA2 activ = increases SMARCA2 function in MMTV reporter cells. MG213 cells, MMTV-luciferase reporter, dexamethasone, overnight. activation, % at 9.1 µM. 370,000 tested, 1% active. AID 652017; in the data active = activation above about 7.8%;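 note: 0% = vehicle wells and 100% = reference activator wells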
GC-A act = GC-A (human) enzyme activation; HEK293 GC-A cells, cGMP TR-FRET, EC30 ANP; 0% at EC30 ANP, 100% saturating ANP; 370,000 tested, 0.14% active; activation, % at 10 µM; in the data active = activation above about 40%
ADAM17 inh = inhibits human ADAM17; recombinant ADAM17, EDANS/DABCYL FRET peptide cleavage; inhibition, % at 6.95 µM; 370,000 tested, 0.83% active; AID 720648;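 active = inhibition above the mean of compounds lying between control limits plus 3 SD, set per campaign, cut at about 8.5% in these data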;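 note: 0% = DMSO-only wells as the low control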
hgDAF12 agonist = agonists of H. glycines DAF-12 nuclear receptor; HEK293 GAL4-hgDAF12 UAS-luciferase reporter, agonist luminescence; normalized to butyrate control; activation, % at 6.8 µM; 370,000 tested, 1.8% active;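 active = activation above a cutoff set at the mean of all screened compounds plus 3 SD, cut at about 10% in these data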;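 note: 0% = DMSO wells and 100% = sodium butyrate wells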
Active calls of the source: *; / = no result given. Not a hit list; 6.8% or so of the library scored in one or more.

SMILES	hcDAF12 agonist	GAA850 FXN act	DAX1 inh-1	PG9 binder	ssDAF-12 act	DAX1 inh-2	ADAM10 inh	SMARCA2 activ	GC-A act	ADAM17 inh	hgDAF12 agonist
CC(C)(C)OC(=O)N1CCC(NC(=O)c2nc[nH]c2C(=O)N2CCc3ccccc3C2)CC1	0.2	2.6	0.3	-0.6	-1.6	-0.1	-1.6	-0.7	-0.8	-1.8	1.5
COc1cc(CCCN2C(N)=NC[C@@H]2Cc2ccccc2)cc(OC)c1OC	-0.1	2.3	-0.5	-0.1	-1.3	1.3	-7.6	1.4	1.4	-5.1	2.9
COC(=O)CCC(=O)NC(=S)Nc1ccc(S(=O)(=O)N2CCCC2)cc1	0.5	2.5	-0.5	1.6	-1.2	-1.2	1.7	2.7	3.5	1.0	0.1
CCCC12CN3CCN(CC(C3)/C1=N\NC(=O)c1ccccc1N)C2	1.6	1.6	1.8	-1.1	-0.1	1.8	-152.0	3.0	-2.3	-49.7	6.1
CCCn1c(=O)c2c(nc(Br)n2CCC)n(C)c1=O	-0.2	-1.6	-0.4	-2.4	-0.7	-0.7	4.3	1.7	-5.0	-1.8	-2.3
C=CCSc1nnc(-c2cc(Br)ccc2N)c(=O)[nH]1	2.3	-0.5	1.3	2.6	-1.4	-0.6	-15.7	-2.7	7.6	2.7	0.3
NC(=O)C1CCN(C(=O)c2ccc(Cl)c(S(=O)(=O)N3CCc4ccccc43)c2)CC1	0.8	2.2	0.9	1.1	-1.7	-0.4	-15.3	-2.9	0.3	-5.2	-0.8
Cc1ccc(Cn2ncn3c(cc4ccccc43)c2=O)cc1	5.1	-3.2	0.3	0.9	0.3	-1.5	-11.4	0.9	10.6	2.5	-1.3
O=C(Nc1ccnn1C1CCN(CCCc2ccccc2)CC1)c1ccccc1	-2.3	0.6	-0.7	-0.7	-0.4	1.0	-9.7	-1.8	-3.6	-2.7	-0.7
Cc1ccc2c(c1)sc1nc(=O)n(-c3cccc(Cl)c3)c(=O)n12	2.2	4.4	0.8	1.7	-0.9	-0.3	5.1	3.0	6.4	-0.7	3.7
CCOC(=O)C(NC(=O)C1CCCN1C(=O)OCc1ccccc1)C(=O)OCC (configuration not stated)	-1.5	-1.9	-0.1	-1.7	-0.9	0.1	4.8	2.0	2.3	-0.9	1.4
CCCc1ccc(C(=O)NNc2ccc(F)cc2)cc1	-0.9	1.7	-0.1	1.0	-0.4	2.4	-0.7	-0.4	2.9	1.2	-0.5

Reprinted from the part before: 2 entries, then new ones.
SMILES	hcDAF12 agonist	GAA850 FXN act	DAX1 inh-1	PG9 binder	ssDAF-12 act	DAX1 inh-2	ADAM10 inh	SMARCA2 activ	GC-A act	ADAM17 inh	hgDAF12 agonist
CCOC(=O)C(NC(=O)C1CCCN1C(=O)OCc1ccccc1)C(=O)OCC (configuration not stated)	-1.5	-1.9	-0.1	-1.7	-0.9	0.1	4.8	2.0	2.3	-0.9	1.4
CCCc1ccc(C(=O)NNc2ccc(F)cc2)cc1	-0.9	1.7	-0.1	1.0	-0.4	2.4	-0.7	-0.4	2.9	1.2	-0.5
O=C(c1ccccc1)N1CN2CN(C(=O)c3ccccc3)CC([N+](=O)[O-])(C2)C1	2.5	1.2	0.1	-1.6	-0.2	0.4	-1.4	-1.4	1.2	-0.6	-1.4
CSc1cccc(NC(=S)N(Cc2ccccc2)Cc2cccnc2)c1	-0.5	-1.7	-0.4	1.4	-1.4	-1.1	1.2	-4.5	-7.3	-6.1	-2.8
CC(C)C[C@H]1COc2cc(Br)ccc2S(=O)(=O)N1Cc1cn(CCC2OCCCO2)nn1	-2.9	/	0.7	/	-0.8	/	-1.7	-0.1	-1.8	-1.1	-1.6
O=C1CC2(CCCC2)C(=O)N1CN1CCN(S(=O)(=O)c2ccc(Cl)c(Cl)c2)CC1	-1.0	0.2	0.5	1.5	-1.8	0.0	-4.5	-1.9	-1.8	-4.1	0.5
CCC(C)(O)c1[nH]c2ccc(C(F)(F)F)cc2c1C (configuration not stated)	-0.2	0.7	-0.4	-0.4	-1.2	0.3	4.5	-0.1	0.5	-1.8	-0.4
N#Cc1ccc(Oc2cc(C(F)(F)F)nc(-c3ccccn3)n2)cc1	-0.2	0.8	0.9	0.7	-1.2	0.2	2.5	2.5	2.7	-2.1	1.1
CCOC(=O)C1(C)CCN1C(=O)c1ccc(OC)c(OC)c1 (configuration not stated)	-1.4	0.3	0.0	0.6	-1.1	/	-13.4	-3.0	5.5	-5.2	-4.6
S=C(Nc1ccccc1Cl)N1CCCCC1	-0.1	-0.1	0.3	-2.2	-0.5	-0.2	5.3	2.9	3.7	-0.7	0.4
CC1=CC(C)C2C(=O)N(O)C(=O)C2C1 (configuration not stated)	-1.2	-0.2	-0.3	1.2	-1.5	0.2	-3.1	-1.4	-1.2	-2.3	-1.6
O=C(Nc1ccc2oc(-c3ccc4ccccc4c3)nc2c1)c1cccs1	2.8	2.9	3.4	-0.5	-0.3	3.9	-58.4	6.8	3.8	-17.1	7.5
CCOC(=O)CSc1nc2c(cnn2-c2ccc(C)cc2)c(=O)[nH]1	-0.3	-2.6	-0.3	0.5	-0.9	-0.9	1.8	-2.7	9.3	-7.7	1.0
O=C(O)Cc1sc(N/N=C\c2ccccc2)nc1-c1ccccc1	-0.1	1.5	0.4	-1.6	-0.3	-1.1	4.1	1.9	-26.7	-0.4	2.4
CC1CCCCC1NC(=O)C(C)N1C(=O)c2ccccc2C1=O (configuration not stated)	-1.3	-0.7	-0.6	2.9	-1.0	0.5	-8.1	-1.6	-0.1	-2.7	-5.7
O=C(NNc1nc(-c2ccccc2)cs1)c1cccs1	-0.9	1.4	-0.1	-1.7	0.0	/	5.5	-2.1	2.2	0.1	1.6
O=C(Cc1ccc(F)cc1)Nc1cccc(-c2ccc3nncn3n2)c1	-1.9	1.1	-0.2	-1.2	-0.7	0.6	-4.0	-2.3	-1.6	-5.6	-2.3
Cc1ccc(-n2c3c(cc(C(=O)NCCCN4CCOCC4)c2=O)C(=O)CC(C)(C)C3)cc1	-0.9	1.1	0.1	-2.4	-1.1	0.1	-31.0	-1.2	1.8	-7.8	2.3
CN(CC(=O)Nc1ccc(Cl)c(S(=O)(=O)N(C)C)c1)Cc1ccccc1	0.4	1.4	0.2	-1.3	-0.9	0.2	-0.8	0.8	-7.1	-1.2	4.8
COC(=O)[C@@]1(Cc2ccc(OC)cc2)[C@H]2c3cc(C(=O)N4CCCC4)n(Cc4ccccn4)c3C[C@H]2CN1C(=O)c1ccccc1	-0.9	/	1.7	0.2	-0.7	/	-72.5	-4.4	-6.1	-16.6	2.0
COc1ccc(-c2c(C)nn3c(Cl)c(C)c(C)nc23)cc1	-0.7	0.7	0.1	-0.3	0.1	-1.0	3.4	0.7	4.1	-2.5	0.0
CCn1ccnc1[C@@H]1C[C@H]2CN(Cc3cccc(Cl)c3)C(=O)[C@]23CCCN13	-1.1	-0.1	-0.2	-1.7	-1.6	-1.7	-0.5	-0.3	-8.3	0.1	-2.0
Cc1ccc(-n2nnc3c(=O)n(Cc4ccccc4C)cnc32)cc1	0.8	2.3	0.6	0.2	-1.0	2.1	-6.8	1.1	-0.7	-0.2	-1.7
C[C@H](NC(=O)c1ccco1)C(=O)N1CCN(c2ccc(C(F)(F)F)cn2)CC1	-2.5	0.5	-1.8	-0.3	-0.9	-0.2	-25.9	-2.2	-2.9	-7.4	-3.5
CC(=O)c1cccc(NC(=S)Nc2ccn(Cc3cccc4ccccc34)n2)c1	-2.3	1.8	0.7	-1.9	-2.4	-0.7	6.5	-3.2	0.7	4.4	-2.2
Cc1cc(NC(=O)Cc2ccc(Br)cc2)no1	-0.1	0.3	-0.3	-1.5	-1.1	0.5	-14.8	-2.4	-2.9	-3.0	-0.7
Cc1ccc(NS(=O)(=O)c2ccc(C(C)C)cc2)cc1S(=O)(=O)N1CCOCC1	-1.8	0.8	-2.6	-2.8	-1.1	-1.3	2.8	-0.9	-3.0	2.0	-1.4
CC(C)C(=O)Nc1ccc(C(=O)N/N=C/C2CC3C=CC2C3)cc1 (configuration not stated)	-2.2	2.9	0.0	-2.0	-1.9	-0.2	0.1	-2.7	2.1	0.5	0.6
O=C(COC(=O)CCNS(=O)(=O)c1ccccc1F)Nc1nnc(-c2ccccc2)o1	2.8	-1.4	-0.6	0.4	-0.1	2.6	1.2	-1.4	-1.3	-9.6	4.5
N#CCCN1CCCN(CCC#N)CCN(CCC#N)CCCN(CCC#N)CC1	0.0	0.6	-0.4	1.8	-0.6	-1.0	5.9	0.6	2.0	-2.2	0.7
CNc1[nH]ncc1[N+](=O)[O-]	1.1	5.6	1.4	0.5	-1.5	-0.1	-0.2	1.8	-0.9	3.1	2.2
COc1ccccc1NCC(=O)NN=C1CCS(=O)(=O)c2ccc(F)cc21	-0.6	-1.3	-1.2	-1.9	-1.5	0.5	-5.4	1.7	-3.1	0.8	-2.2
CCOC(=O)c1csc(NC(=O)C(C)(C)C)n1	-1.0	-1.0	-0.5	0.3	-1.8	0.3	-6.5	0.4	11.2	-1.1	5.2
COc1ccc(C(=O)NCC(=O)OCC(=O)NC(=O)c2ccc(C(C)(C)C)cc2)cc1OC	-0.5	4.1	-0.3	-0.9	-1.2	0.6	-18.9	-1.3	-1.3	2.0	7.0
Cc1c(C(=O)c2ccccc2)oc2ccc3ccccc3c12	1.9	4.1	1.0	0.8	-1.2	6.6*	-6.6	7.6	-0.4	-2.4	8.5
CC(NC(=O)CCSc1nc(-c2ccco2)cc(C(F)(F)F)n1)c1ccccc1 (configuration not stated)	-2.3	2.7	-0.5	-0.6	-1.3	-1.1	-4.0	-2.3	-12.8	2.0	-0.5
Clc1cnc(N/N=C/c2ccncc2)c(Cl)c1	-1.4	2.6	0.6	-2.0	-0.8	-0.1	-4.2	-0.6	-2.0	-2.7	3.0
Cc1ccc(Nc2nc3nonc3[nH]c2=O)cc1Cl	-0.4	1.5	-0.5	-0.8	-0.4	-0.6	2.5	2.0	0.8	1.1	3.8

As entered above:
ADAM17 inh result of CCn1ccnc1[C@@H]1C[C@H]2CN(Cc3cccc(Cl)c3)C(=O)[C@]23CCCN13 = 0.1
DAX1 inh-1 result of Cc1ccc2c(c1)sc1nc(=O)n(-c3cccc(Cl)c3)c(=O)n12 = 0.8

(more compounds)
SMILES	hcDAF12 agonist	GAA850 FXN act	DAX1 inh-1	PG9 binder	ssDAF-12 act	DAX1 inh-2	ADAM10 inh	SMARCA2 activ	GC-A act	ADAM17 inh	hgDAF12 agonist
CCOC(=O)c1csc(NC(=O)c2ccc(S(=O)(=O)N3CCCC3)cc2)n1	2.6	0.6	0.3	-1.4	-1.3	-0.4	-2.0	-1.3	2.1	-0.4	-2.6
Nc1ccc(-n2nncc2-c2ccco2)cc1	-1.8	-0.1	-1.2	-0.2	-1.6	2.4	1.5	1.1	0.1	-1.0	0.5
COc1ccc(NC(=O)c2cc(NC(=O)C3CCCCC3C(=O)O)ccc2N2CCOCC2)cc1 (configuration not stated)	-0.5	0.7	0.2	-0.4	0.0	1.1	11.7	-0.8	2.0	5.7	1.6
COc1ccc(N2CCN(C(=O)Nc3ccccc3Cl)CC2)cc1	-1.7	-0.8	-0.4	-1.0	-1.1	0.4	-0.9	-3.9	1.8	-3.8	-2.1
